Screens (PubChem BioAssay)
NadD block – blocks S. aureus nicotinate mononucleotide adenylyltransferase | inhibition, % at 20 µM | hit rate 0.78% among 360,000 | purified NadD enzyme, colorimetric absorbance read-out; in the data active means inhibition above about 26%; further: some compounds past the cut are filed as inactive
SUMO1-SIM PPI – modulators of human SUMO1-mediated protein-protein interactions. P63165. SUMO1 binding to a labelled peptide, TR-FRET, 1 h. inhibition, % at 20 µM. hit rate 0.33% among 360,000; in the data active means inhibition above about 37%
SKN-1 inh – blocks SKN-1 activity in C. elegans; C. elegans VP596 Pgst-4::GFP/RFP ratio, acrylamide-induced, 24 h; inhibition, % at 21.8 µM; hit rate 0.49% among 360,000;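 active means interference check ratio from 0.5 to 1.5 plus GFP to RFP signal ratio inhibition reaching or exceeding a fixed threshold, cut at about 30% in these data, passing the limit was not always enough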; further: some compounds called inactive have numbers as strong as hits
Tb MetRS inh – blocks T. brucei methionyl-tRNA synthetase activity; hit rate 0.4% among 360,000; purified T. brucei MetRS, ATP depletion, Kinase-Glo luminescence; AID 624268; inhibition, % at 11.9 µM;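 active means inhibition above a per-plate cutoff of the control wells' mean inhibition plus 3 SD, cut at about 5.5% in these data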;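 further: 0% = DMSO wells median and 100% = median of wells with control inhibitor compound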
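Test system – parasite MetRS enzyme · Reagent – substrates ATP, L-methionine and bulk Escherichia coli tRNA · Doses – 11.9 µM compound single dose, 0.9% DMSO · Times – 15 min enzyme-compound preincubation, 2 h reaction, 10 min detection, 25 °C · Signal – Kinase-Glo luminescence, ATP depletion format · Controls – DMSO-only wells as low control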
CendR NRP1 mod – alters CendR peptide binding to human NRP-1; hit rate 0.85% among 360,000; inhibition, % at 25 µM; FAM-RPARPAR peptide binding to NRP-1, fluorescence polarization; AID 602438; O14786;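 active means inhibition or corrected inhibition above about 18%, plus a signal ratio from 0.5 to 1.5, limit read from the data, passing the limit was not always enough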; further: strong numbers were not always called active
Target sequence (O14786 whole entry, looked up): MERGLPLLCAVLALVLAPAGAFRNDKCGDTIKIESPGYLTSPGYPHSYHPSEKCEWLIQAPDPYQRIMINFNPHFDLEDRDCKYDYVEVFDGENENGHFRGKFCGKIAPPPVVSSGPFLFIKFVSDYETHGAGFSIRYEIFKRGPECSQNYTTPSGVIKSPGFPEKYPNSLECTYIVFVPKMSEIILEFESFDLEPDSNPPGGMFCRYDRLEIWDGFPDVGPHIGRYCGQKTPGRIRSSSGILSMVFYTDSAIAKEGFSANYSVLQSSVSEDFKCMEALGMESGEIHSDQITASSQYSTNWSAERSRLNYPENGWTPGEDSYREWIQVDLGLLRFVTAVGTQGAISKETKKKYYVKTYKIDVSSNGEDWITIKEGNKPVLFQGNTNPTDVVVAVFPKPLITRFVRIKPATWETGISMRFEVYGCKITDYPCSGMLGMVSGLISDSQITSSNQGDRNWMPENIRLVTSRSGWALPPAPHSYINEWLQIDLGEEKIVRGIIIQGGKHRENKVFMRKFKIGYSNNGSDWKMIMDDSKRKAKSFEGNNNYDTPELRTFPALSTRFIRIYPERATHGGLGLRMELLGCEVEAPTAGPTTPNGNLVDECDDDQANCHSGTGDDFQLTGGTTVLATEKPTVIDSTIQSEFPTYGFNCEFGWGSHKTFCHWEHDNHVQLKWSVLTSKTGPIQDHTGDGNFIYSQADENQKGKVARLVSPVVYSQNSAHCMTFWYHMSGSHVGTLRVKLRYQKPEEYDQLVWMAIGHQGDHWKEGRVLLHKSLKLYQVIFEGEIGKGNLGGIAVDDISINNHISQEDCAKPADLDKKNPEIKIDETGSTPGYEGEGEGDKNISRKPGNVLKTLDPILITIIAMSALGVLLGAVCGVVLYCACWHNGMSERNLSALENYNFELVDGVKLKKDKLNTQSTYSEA
DNMT1 block – inhibitors of human DNMT1; inhibition (reported as % activation of signal), % at 10 µM; DNMT1 molecular beacon, Hinp1I cleavage, fluorescence; AID 588458; hit rate 0.83% among 360,000; in the data active means inhibition above about 50%
Scp1 inh – blocks human Scp-1 phosphatase activity; hit rate 0.88% among 340,000; Recombinant Scp1, phosphopeptide, malachite green phosphate absorbance; inhibition, % at 20 µM; Q9GZU7; AID 493091;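 active means inhibition above about 50% at 20 µM, limit read from the data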;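 further: plate controls were DMSO wells with enzyme for no effect and wells lacking enzyme for full effect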
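assay system = SCP-1 phosphatase catalytic domain, residues 76-261 | buffer or medium = 50 mM Tris acetate pH 5.5, 0.005% Tween-20, 10 mM MgCl2 | incubation = enzyme reaction 45 min at room temperature, colour 5 min, stabilisation 30 min | signal = Phosphate-binding colour reagent, absorbance read at 630 nm | measure = % inhibition at 20 µM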
LMPTP block – LMPTP (human) inhibition. P24666. hit rate 0.22% among 360,000. recombinant LMPTP-A, OMFP fluorogenic substrate, fluorescence intensity. AID 651560. inhibition, % at 20 µM;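 active means compounds that cut the enzyme signal by at least half of the control window in the single-dose screen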;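 further: plate controls were DMSO wells with enzyme plus substrate for no effect and substrate without enzyme for full effect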
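Test system – LMPTP-A enzyme · Amount – LMPTP-A at 0.625 nM final in the reaction · Buffer or medium – Bis-Tris pH 6.0, DTT, detergent · Reagent – OMFP 400 µM · Doses – single 20 µM dose · Schedule – reaction 50 min, room temperature, dark · Detection – fluorescence intensity of OMFP turnover product · Evaluation – percent inhibition versus substrate-only and uninhibited controls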
Neddyl block – blocks human cullin neddylation. TR-FRET cullin neddylation, biochemical. hit rate 0.58% among 360,000. AID 651699. P61081+Q13564. calls only at 25 µM; in the data active means inhibition above about 36%
STEP block – blocks human striatal-enriched tyrosine phosphatase | recombinant STEP, OMFP fluorogenic substrate, fluorescence | inhibition, % at 20 µM | hit rate 0.25% among 360,000 | P54829;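 active means inhibition at 20 µM, scaled per plate between control wells, above about 37%, limit read from the data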;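 further: 0% = DMSO with enzyme and substrate and 100% = substrate only without enzyme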
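Material: STEP (striatal-enriched tyrosine phosphatase) enzyme, cell-free | Medium: 50 mM Bis-Tris pH 6.0 with 2.5 mM DTT and 0.005% Tween 20 | Read-out: Percent inhibition scaled to no-enzyme and uninhibited-enzyme controls, plate-pattern corrected | Signal: Fluorescence read at 480 nm ex / 540 nm em | Times: 20 min reaction, room temperature, in the dark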
Starred values were filed as active, the others as inactive; i = inactive; . = no result given; & = joins results of further samples; ! = a repeat was not active. Rows are unselected. Share with any hit: about 4.6%.

STEP block	SKN-1 inh	Tb MetRS inh	Scp1 inh	SUMO1-SIM PPI	NadD block	DNMT1 block	LMPTP block	Neddyl block	CendR NRP1 mod	SMILES
1	13	-0.6	-23	8	-4	-6	0.0	i	16	FC(F)(F)Oc1ccc(NC(=S)Nc2ccc(OC(F)(F)F)cc2)cc1
1	-14	-1.2	0	-1	-5	-1	0.0	i	10	Cc1ccc(C(C(=O)NC(C)(C)C)N(CC2CCCO2)C(=O)Cn2nnc(-c3ccc(C)o3)n2)cc1 (stereo unspecified)
-4	3	1.9	0	-1	-7	1	-0.4	i	-5	Cc1cc(Cl)c(S(=O)(=O)N2CCN(c3ccccn3)CC2)cc1OCC(N)=O
2	4	-0.7	2	-4	-4	-5	0.3	i	-7	Cc1ccc(S(=O)(=O)NCCSCc2ccco2)cc1
0	5	-0.5	-4	-4	-5	-1	-0.5	i	3	COc1ccc(N(C(C)C(=O)N/N=C/c2ccc(OC)c(OC)c2)S(C)(=O)=O)cc1 (stereo unspecified)
-7	15	0.2	-6	-2	2	-1	-0.6	i	2	NS(=O)(=O)c1cccc(NC(=O)CSc2ccccn2)c1
-5	16	-0.4	-9	5	0	4	3.1	i	7	CC(=O)NC(NC(=S)Nc1ccc(N=Nc2ccccc2)cc1)C(Cl)(Cl)Cl (stereo unspecified)
-2	-3	-1.1	6	3	1	4	0.7	i	7	CNS(=O)(=O)c1ccc(NC(=O)c2ccccn2)cc1
2	7	-0.9	-5	1	-8	-1	0.4	i	-3	O=C(COc1ccc(C(=O)c2ccccc2)cc1)NCC1CCCCC1
0	-3	-1.0	7	2	0	3	-1.9	i	-4	Nc1c(C(=O)NCc2ccccc2)nnn1Cc1ccccc1
.	-6	-0.6	.	3	.	.	-0.1	i	6	COC(=O)[C@]12CCCCC=C1N(Cc1ccc3c(c1)OCO3)C(=O)[C@H](CC(=O)N1CCN(C(=O)C3CC3)CC1)C2
-2	-9	0.1	0	0	-1	-2	0.4	i	0	CC(C)n1c(N2CCN(CC(=O)NCc3cccs3)CC2)nc2ccccc21
1	19	-0.2	-5	-35	-7	4	0.8	i	5	COc1ccc(CNC(=O)c2cc3cc(OC)ccc3oc2=O)cc1
0	14	-0.4	-10	5	3	3	-0.4	i	4	CCC(C)(C)NC(=O)CN(C(=O)CCC(=O)Nc1nccs1)c1ccc(C)cc1
3	10	-0.9	0	2	14	-11	2.3	i	2	CCN(CC)c1ccc(NC(=O)CSc2nc3ccccc3c(=O)n2-c2cc(S(=O)(=O)N(C)C)ccc2C)cc1
-3	-10	-0.2	-11	1	3	0	0.4	i	-7	O=C(CSc1nc2ccccc2c(=O)n1CC1CCCO1)NCC1CCCO1 (stereo unspecified)
1	16	0.7	-1	2	-2	-1	1.0	i	6	Clc1cccc2sc(N3CCCCC3)nc12
-4	7	0.7	6	2	6	8	0.7	i	21	O=C(c1cccnc1)N1CCC(Oc2ccc(C(=O)N3CCCC(O)C3)cc2)CC1 (stereo unspecified)
1	-2	0.4	11	-7	8	51*	14	i	-5	COc1ccc(NC(=O)/C=C/c2ccc(Br)o2)cn1
-3	2	-1.0	3	1	5	1	-0.5	i	-9	Cc1ccc(C(=O)C(=S)N2CCOCC2)cc1
-1	9	-0.3	-7	11	1	-4	-0.2	i	1	COc1ccc(S(=O)(=O)N2CCOCC2)cc1NC(=O)c1c(-c2ccccc2)noc1C
-2	20	-0.2	3	2	-2	0	-1.0	i	3	CC(C)CC(=O)NC(=S)Nc1ccccn1
-2	2	-0.5	-14	3	-5	1	-0.5	i	7	COc1ccc(C(=O)Nn2c(C)nc3ccccc3c2=O)cc1
0	13	0.6	-13	-31	-5	-3	0.6	i	1	COc1ccc(-n2cc3ccc([N+](=O)[O-])cc3n2)cc1
6	-3	0.3	73*	0	9	0	16	i	-6	O=C(CCCCCCCC(=O)NNC(=O)Nc1ccccc1)NNC(=O)Nc1ccccc1
1	8	-0.6	-3	-2	-4	2	-0.9	i	6	O=C(NCc1ccccc1)Nc1cccn(Cc2cccc(F)c2)c1=O
2	17	-0.7	.	4	11	-7	3.2	i	3	C[C@@H]1CN([C@H](C)CO)S(=O)(=O)c2ccc(C#CC3CCCC3)cc2O[C@H]1CN(C)C(=O)Cc1ccccc1
1	3	-0.9	-4	-2	0	-3	-1.5	i	6	Cn1c(=O)[nH]c(=O)c2c1nc(N1CCCCC1)n2CCSc1nc2ccccc2o1
5	-1	-0.7	-4	-1	-2	0	0.3	i	15	Cc1ccc(N2CC(C(=O)Nc3ccc(S(=O)(=O)Nc4nccc(C)n4)cc3)CC2=O)cc1 (stereo unspecified)
-4	3	-0.3	-5	-1	-2	0	-1.0	i	-7	CN(C(=O)CSc1nncn1-c1ccccc1)C1CCS(=O)(=O)C1 (stereo unspecified)
0	7	0.0	-7	-7	14	-12	0.8	i	-35	Cc1nnc(SCC(=O)N/N=C/c2ccc(-c3ccc(C)c(Cl)c3)o2)s1
-2	19	-0.1	-6	3	-8	1	-0.1	i	-8	Cc1cc(F)ccc1NC(=O)CCc1c(C)nn(-c2ccc(N3CCCCC3)nn2)c1C
1	42*	-1.2	-3	-1	-6	-4	-0.3	i	1	CCOC(=O)c1c(C)[nH]c(C(=O)OCC(=O)N2CCN(S(=O)(=O)c3ccccc3)CC2)c1C
-6	-4	-0.4	-6	-2	7	-3	0.7	i	-2	COc1ccc(S(=O)(=O)Nc2ccc(S(=O)(=O)N3CCCCC3)cc2)cc1C
2	-5	-0.1	-9	3	-7	-9	0.4	i	7	CCOC(=O)c1oc2ccccc2c1COC(=O)CNC(=O)c1ccc(C)cc1
0	-3	-1.8	-8	-10	3	7	-0.8	i	-5	COc1ccc(C2/C(=C(/O)c3ccccc3)C(=O)C(=O)N2c2ccccn2)cc1 (stereo unspecified)
-1	15	-0.5	-4	-4	-6	0	-0.6	i	13	CC(=O)c1c(C)[nH]c(C(=O)COC(=O)CCOc2ccc(C)cc2)c1C
2	-1	-0.5	-2	-2	4	3	-1.5	i	5	COc1ccc(S(=O)(=O)N/N=C(/C)c2ccncc2)cc1OC
4	-12	0.1	-5	1	0	0	-0.9	i	5	CCN(CC(=O)Nc1ccc(N2CCOCC2)cc1)C(=O)Cc1ccccc1
3	2	-0.5	1	1	1	0	-2.9	i	3	CCCCCCNCc1c(F)cccc1Cl
-2	20	-0.2	.	8	3	-2	0.5	i	-6	COc1ccc(F)cc1-c1cc(C(=O)NCc2ccccc2)[nH]n1
-4	3	-0.3	-1	-5	-2	3	-1.8	i	0	COCC(C)NC(=O)c1ccccc1[N+](=O)[O-] (stereo unspecified)
0	8	-0.1	-2	2	0	1	0.7	i	8	O=C(c1ccc2c(c1)OCO2)C1CCCN(Cc2cccc(C(F)(F)F)c2)C1 (stereo unspecified)
-4&3	16&-5	-1.1&-2.4	-6&-3	-3&3	-1&-3	-3&2	-8.0&-7.1	i	19*!	NCCc1cnc[nH]1
-14	66	-0.3	6	-2	5	33	5.2	i	134	COc1ccc(-n2cc3c(-c4cccc(Br)c4)nnc(C)c3n2)cc1
1	3	-1.8	11	14	-3	5	1.7	i	11	Cc1ccc(S(=O)(=O)NCC(=O)N(CC(=O)NC2CCCCC2)Cc2ccco2)cc1
2	-6	0.1	-6	-3	-3	0	-1.7	i	10	COc1ccccc1NC(=O)CSc1nnc(C)n1Cc1ccccc1
0	17	0.3	.	6	3	-1	3.5	i	4	CS(=O)(=O)Nc1cccc(NC(=O)c2cccc3c(-c4ccc(F)c(F)c4)coc23)c1
